# Cdc25B inh: inhibitors of human Cdc25B phosphatase | recombinant Cdc25B, OMFP fluorescence Ex485/Em525 | 0.1% of 65,000 active | inhibition, %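 (compounds tested at 10 µM final in the well)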 | P30305 | AID 368; in the data active = inhibition above about 50%
# A340 absorber: absorbance at 340 nm | compound absorbance at 340 nm, fold over control | fold change at 10 µM | 65,000 tested, under 10 active | AID 708;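 active = at 10 µM dose, initial 340 nm absorbance at least 2 fold that of control wells; inactive = change under 2 fold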;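 note: initial absorbance extrapolated from kinetic A340 decline of NADH oxidation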
# FXIIa inh mix: factor XIIa (human) inhibition, mixture screen | P00748 | purified FXIIa, fluorogenic substrate, pooled mixtures | inhibition, % at 5 µM | 0.2% of 62,000 active | AID 684;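 note: 0% = enzyme without compound and 100% = no enzyme blank; some results filed as inactive read as strong as hits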
# Target sequence (P00748 20-372 limits assumed): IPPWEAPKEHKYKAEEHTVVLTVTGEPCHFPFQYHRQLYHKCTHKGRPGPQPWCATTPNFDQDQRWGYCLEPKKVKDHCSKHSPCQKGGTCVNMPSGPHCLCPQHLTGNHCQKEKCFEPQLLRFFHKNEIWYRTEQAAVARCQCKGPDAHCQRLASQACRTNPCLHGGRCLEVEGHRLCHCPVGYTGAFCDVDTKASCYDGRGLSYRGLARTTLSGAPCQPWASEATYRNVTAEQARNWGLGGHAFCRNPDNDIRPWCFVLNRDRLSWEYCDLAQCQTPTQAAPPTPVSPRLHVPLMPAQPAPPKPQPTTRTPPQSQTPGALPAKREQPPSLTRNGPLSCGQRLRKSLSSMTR
# Target sequence (P00748 373-615 limits assumed): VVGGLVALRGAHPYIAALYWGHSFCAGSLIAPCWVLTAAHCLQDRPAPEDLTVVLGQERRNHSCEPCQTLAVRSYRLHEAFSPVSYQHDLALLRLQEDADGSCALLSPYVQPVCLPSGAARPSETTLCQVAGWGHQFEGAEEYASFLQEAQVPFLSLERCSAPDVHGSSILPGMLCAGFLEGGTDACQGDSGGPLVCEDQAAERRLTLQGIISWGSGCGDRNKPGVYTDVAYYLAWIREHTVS
# FXIa mix inh: factor XIa (human) inhibition, mixture screen. inhibition, % at 5 µM. P03951. purified FXIa, fluorogenic substrate, pooled mixtures. 0.19% of 62,000 active;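 note: each value is inhibition by a whole ten-compound pool holding the compound; 0% = enzyme with no mixture and 100% = wells lacking enzyme; strong numbers were not always called active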
# MMP-13 inhibitor: inhibitors of human MMP13. P45452. MMP-13 fTHP FRET cleavage, Mca fluorescence. inhibition, % at 4 µM. 0.07% of 65,000 active;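 active = inhibition above the mean of compound-free control plate wells plus 3 SD, cut at about 14% in these data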;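 note: 0% = DMSO wells and 100% = wells with reference MMP-13 inhibitor after basal subtraction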
# JNK3 blocker: blocks human JNK3 kinase activity; purified JNK3 kinase activity, HTS; inhibition, % at 8 µM; 0.61% of 60,000 active; in the data active = inhibition above about 17%;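 note: 0% = DMSO and 100% = reference inhibitor; many of its hits are not listed in these tables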
# Target sequence (P53779 whole entry, looked up): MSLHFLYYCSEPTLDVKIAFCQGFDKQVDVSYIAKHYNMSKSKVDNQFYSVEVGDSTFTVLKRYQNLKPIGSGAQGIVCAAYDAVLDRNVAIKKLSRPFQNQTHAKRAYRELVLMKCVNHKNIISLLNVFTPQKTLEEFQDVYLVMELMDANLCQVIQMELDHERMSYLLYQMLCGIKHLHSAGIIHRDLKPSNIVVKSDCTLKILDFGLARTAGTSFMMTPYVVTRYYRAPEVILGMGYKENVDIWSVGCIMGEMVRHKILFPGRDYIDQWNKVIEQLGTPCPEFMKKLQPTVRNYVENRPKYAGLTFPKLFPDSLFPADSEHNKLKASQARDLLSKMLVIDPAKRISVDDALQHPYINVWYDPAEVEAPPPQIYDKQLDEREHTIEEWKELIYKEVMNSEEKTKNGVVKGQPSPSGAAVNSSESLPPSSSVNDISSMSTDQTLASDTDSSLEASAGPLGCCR
# MKP-1 inh: inhibitors of human MKP-1 phosphatase. 0.15% of 65,000 active. P28562. recombinant MKP-1, OMFP hydrolysis fluorescence. inhibition, %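 (compounds tested at a single concentration somewhere between 10 and 100 µM)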;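 active = inhibition above about 50%, limit read from the data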;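 note: 0% = DMSO max control wells and 100% = wells with enzyme stopped by NaOH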
# Hsp90 inh: displaces geldanamycin probe from tumor Hsp90. P07900. NCI-N417 lysate Hsp90, Cy3B-geldanamycin FP displacement. inhibition, % at 30 µM. 0.35% of 64,000 active;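 active = inhibition above 50%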;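 note: 0% = tracer plus lysate wells and 100% = tracer alone without lysate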
# AP ELISA ortho: orthogonal test for alternative complement pathway inhibitors; Human serum alternative complement pathway, LPS-coated ELISA, C3 deposition; tested in compound mixtures; inhibition, % at 5 µM; 0.08% of 62,000 active; AID 1235;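 active = inhibition above 30% in each of the two pooled mixtures holding the compound, so the lower value exceeds 30%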;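 note: 0% = serum in Mg-EGTA without compound and 100% = EDTA serum blank; some compounds past the cut are filed as inactive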
#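 Test system: human serum complement alternative pathway, C3 deposition onto LPS / Medium: Mg2+-EGTA GVB++ buffer containing human serum at 1:15 dilution / Probe or stimulus: Plate-bound LPS / Times: 1 h at 37 °C / Signal: ELISA with HRP anti-human C3 antibody, TMB substrate, absorbance 450 nm / Measure: percent inhibition / Repeats: two pool placements per compound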
# * marks the source's active call; other numbers are inactive results; nt = not tested or not shown; & = joins results of further samples. Cut-off read from the data, not from the text of the source, unless noted: active = inhibition above about 20% (passing the limit was not always enough); inactive = the rest.
smiles	Cdc25B inh	A340 absorber	FXIIa inh mix	FXIa mix inh	MMP-13 inhibitor	JNK3 blocker	MKP-1 inh	Hsp90 inh	AP ELISA ortho
CC1Oc2ccccc2N(CC(=O)N(Cc2ccccc2)Cc2ccccn2)C1=O (stereo not given)	14.7	0.99	-4.4	-1.5	2.7	-3.3	-11.6	-2.2	3.2
O=C(O)CC1Oc2ccc(Cl)cc2NC1=O (stereo not given)	-2.6	1.04	-16.7	-10.8	1.9	5.9	3.6	-1.1	16.8
CCOC(=O)C(NC(C)=O)(Nc1ccc(F)cc1)C(F)(F)F (stereo not given)	-5.9	1.01	8.3	5.1	3.5	8.4	16.6	-0.1	11.1
CCOC(=O)N1CCN(C(=O)C(C)n2nc(C)n3c(cc4sccc43)c2=O)CC1 (stereo not given)	-10.7	1	4.4	3.4	-1.3	7.8	13.1	34.9	2.3
CCOc1cc(C(=O)NCCOC)ccc1OC	0.4	1.02	9.1	3.9	0.0	7.4	-0.8	-14.9	10.0
Nc1nc(CN2CCOCC2)cs1	-9.8	0.98	32.5	1.2	7.3	2.6	-2.6	0.5	1.0
Cc1cc2nc3c(nc2cc1C)C1(C(=O)O)CCC3(C)C1(C)C (stereo not given)	1.2	1.02	3.1	2.2	2.0	3.3	9.2	-8.0	10.1
CCN(CC)CCOC(=O)c1ccc(NC(=O)COc2cc(=O)n(CC)c3ccccc23)cc1	-11.0	0.99	-8.3	-1.5	1.3	-0.3	0.4	-1.4	6.1
CC(CCc1ccccc1)NCC(O)c1ccc(O)c(C(N)=O)c1 (stereo not given)	-20.8	1.02	1.0	1.2	-54.4	-0.5	-21.3	-8.6&-2.3	-8.4
O=C(NC1CCCC1)C(c1ccccc1)N(C(=O)c1ccno1)c1cccnc1 (stereo not given)	-6.8	0.95	3.6	4.6	0.2	-4.6	0.5	-2.9	2.6
NC(=O)C1CCN(C(=O)N2c3ccccc3Sc3ccccc32)CC1	-1.5	1	6.3	-0.1	1.0	-6.6	21.9	-1.3	7.0
CCOC(=O)c1c(NC(=O)CSc2nc3c(c(=O)n(C)c(=O)n3C)n2CC)sc(C)c1C	-14.5	1.05	9.8	-8.1	-7.7	0.5	24.3	-3.3	7.2
O=C(N1CCOCC1)C(F)(F)C(F)(F)C(F)(F)C(F)(F)C(=O)N1CCOCC1	-9.8	1.01	-0.4	-0.7	2.2	-2.3	4.4	-2.2	-0.8
COC(=O)N(C)CCCC1(C)C(=O)N(C)c2ccc(O)cc21 (stereo not given)	13.2	1.02	-5.2	0.8	-4.1	-1.8	-7.9	0.2	6.2
CC(=O)N1CCc2cc(S(=O)(=O)NCCC(=O)Nc3cc(C)cc(C)c3)ccc21	6.6	0.98	-1.3	6.9	-2.4	-4.7	-3.2	-1.3	20.1
COCCCn1c(SCC(=O)N2CCCCC2C)nnc1-c1ccco1 (stereo not given)	-13.2	0.97	-7.2	4.7	-2.4	2.6	-2.2	-0.3	0.2
Cc1cccc(C)c1OCc1nnc(SCC(=O)Nc2ccccc2F)o1	-39.0	0.99	5.2	9.8	-0.1	0.2	-7.6	-2.8	8.6
CCC(C(=O)NCc1ccco1)N(C(=O)CNS(=O)(=O)c1ccc(C)cc1)c1ccccc1OC (stereo not given)	2.5	1	1.3	-15.4	-5.9	2.9	-12.0	0.7	2.1
O=C(O)c1ccccc1S(=O)(=O)NCC(O)COC1CCCCC1 (stereo not given)	-3.0	1.01	-16.9	7.9	4.5	3.4	9.1	-0.8	8.4
COc1cccc(C2=CC(c3cccc(OC)c3OC)n3nnnc3N2)c1 (stereo not given)	-1.1	1	8.3	1.5	-1.9	0.1	6.4	-0.8	18.1
CCCCCSc1nncc(=O)[nH]1	1.7	1.02	-5.2	-1.5	-3.2	-0.9	22.4	1.7	15.4
CCc1c(C)c(C#N)c2nc3ccccc3n2c1N(C)C	2.8	1.03	3.2	3.4	-0.6	-1.3	-20.8	-2.9	-11.5
CC(=O)N(Cc1ccccc1)c1ncc2c(n1)c(=O)c(C#N)c1ccccn12	-7.7	0.96	9.6	6.8	-28.1	2.6	16.4	-3.5	16.0
O=C(Nc1cc(Cl)ccc1N1CCOCC1)c1cnccn1	5.0	1.06	-3.0	5.8	-0.9	nt	14.1	1.4	-0.4
CC(C)(C)NC(=O)CN(C(=O)C1CSC(=O)C1)c1ccc2c(c1)OCCO2 (stereo not given)	3.2	1	4.4	8.0	1.0	-1.3	-17.9	-0.9	-15.1
O=C(NC1CCCC1)C1CCCN1S(=O)(=O)c1cccc2cccnc12 (stereo not given)	-15.5	1.02	1.4	5.7	4.8	-1.4	-3.5	-1.1	6.9
Nc1c(C(=O)OCC2CCCO2)c2nc3ccccc3nc2n1C1CCCCC1 (stereo not given)	30.4	1.11	9.0	-19.9	-35.1	-8.7	-0.3	1.2	9.7
Nn1c(SCC(=O)Nc2ccc(F)cc2F)nnc1-c1cccnc1	-16.4	1.02	2.0	5.0	5.9	4.2	-4.7	-1.1	14.0
CCCCCn1c(CN2CC(C)OC(C)C2)nc2c1c(=O)n(C)c(=O)n2C (stereo not given)	-0.3	1.03	4.8	3.4	2.8	0.4	9.1	0.1	14.3
Cc1c(C(=O)OCC2CCCO2)[nH]c2c1C(=O)CC(c1ccc(N(C)C)cc1)C2 (stereo not given)	-2.8	1.01	3.8	4.1	5.4	2.0	2.3	-0.8	31.2
COc1ccc(OCC(=O)Nc2ccccc2C(=O)N2CCCC2)cc1	12.5	0.99	0.7	4.1	0.8	-3.3	6.9	1.7	-12.0
Cn1[nH]c(=O)c2ccccc2c1=O	-2.2	1	0.9	-3.4	-0.6	-2.2	14.5	0.9	-0.1
CN(CCCNC(=O)CN1C(=O)CC(C)(C)S(=O)(=O)c2ccccc21)C1CCCCC1	-9.8	1.03	2.8	10.3	7.0	nt	10.7	-1.9	17.7
COc1ccc(C2/C(=C(\O)c3cc(C)ccc3C)C(=O)C(=O)N2CCN(C)C)cc1OC (stereo not given)	-5.0	1.12	-1.1	4.1	3.9	nt	16.5	-0.2	11.2
O=C(NCc1ccc(N2CCCC2=O)cc1)c1cn(CCc2ccccc2)nn1	-11.8	1.05	6.1	2.9	-0.1	nt	5.7	nt	7.3
COc1ccc(N2CCN(C(=O)Cn3nnc(-c4cccs4)n3)CC2)cc1	1.7	1.02	9.6	-0.9	7.0	-8.8	-25.0	-0.5	13.1
Cn1ccnc1SCC(=O)Nc1ccc2nc(SCC(=O)NC3CC3)sc2c1	-4.6	1.03	-17.1	3.4	11.5	nt	14.7	-2.5	20.0
CCOc1ccccc1-n1c(COc2ccc(C)cc2)nnc1SCC(N)=O	-5.1	0.98	-15.7	5.9	4.5	-1.1	-16.6	-3.8	-4.0
Cn1nnnc1SCC(=O)c1c(N)n(C)c(=O)n(C)c1=O	5.4	1.02	0.3	-2.6	-3.9	-3.9	19.5	-2.9	3.0
CC(C(=O)OCc1nnc(-c2ccccc2)o1)N1C(=O)c2ccccc2C1=O (stereo not given)	-10.9	1.03	3.7	9.3	2.0	nt	8.5	nt	14.1

# Compounds shown so far that contain a furan ring, fused or not, in the order listed:
smiles	Cdc25B inh	A340 absorber	FXIIa inh mix	FXIa mix inh	MMP-13 inhibitor	JNK3 blocker	MKP-1 inh	Hsp90 inh	AP ELISA ortho
COCCCn1c(SCC(=O)N2CCCCC2C)nnc1-c1ccco1 (stereo not given)	-13.2	0.97	-7.2	4.7	-2.4	2.6	-2.2	-0.3	0.2
CCC(C(=O)NCc1ccco1)N(C(=O)CNS(=O)(=O)c1ccc(C)cc1)c1ccccc1OC (stereo not given)	2.5	1	1.3	-15.4	-5.9	2.9	-12.0	0.7	2.1

# Next entries.
smiles	Cdc25B inh	A340 absorber	FXIIa inh mix	FXIa mix inh	MMP-13 inhibitor	JNK3 blocker	MKP-1 inh	Hsp90 inh	AP ELISA ortho
COC(=O)Nc1nnc(Cc2ccc(OC)cc2)s1	5.9	0.99	8.9	3.9	-1.9	10.5	-13.6	-6.0	20.9
O=C(Nc1cc2nn(-c3ccccc3)nc2cc1Cl)c1ccco1	5.0	1.2	3.3	3.3	-8.2	-4.0	3.9	-7.0	13.6
OCc1n[nH]c(CO)n1	-11.8	0.98	3.2	6.2	-2.9	5.3	-3.2	-0.5	11.4
COC(=O)c1ccc(NC(=O)NS(=O)(=O)c2ccc(C)cc2)cc1	-7.2	1.03	17.7	9.9	3.2	-8.8	9.2	-0.6	13.3
CCOC(=O)C1=C(C)NC(=O)NC1c1ccc(OCCO)c(OC)c1 (stereo not given)	-11.1	0.99	3.3	-5.9	-3.3	2.3	-3.6	-4.6	5.4
Cc1nc(N2CCc3ccccc3C2)[nH]c(=O)c1CCC(C)C	-15.0	1.03	5.6	-2.3	2.7	0.9	-17.0	-1.5	8.0
O=c1c2c3nc4ccccc4nc3n(-c3ccc4c(c3)OCCO4)c2ncn1C1CCCC1	4.0	1.06	3.9	2.0	-3.5	2.7	14.0	-5.4	-0.7
COCCN(CC(=O)Nc1ccccc1)S(=O)(=O)c1ccc(S(=O)(=O)N2CCCC2)cc1	-4.9	0.99	5.9	6.1	-1.5	9.3	-11.8	-1.1	12.5
c1ccc(-c2nnnn2CCOCCn2nnnc2-c2ccccc2)cc1	-10.3	1.01	7.1	-14.4	4.5	1.0	32.5	-0.1	2.4
COc1cccc(-c2nnc(NC(=O)c3ccccc3Br)o2)c1	-2.1	0.99	-12.1	0.2	-0.1	-1.9	-4.0	-0.6	14.9
CCOC(=O)c1sc(NC(=O)COC(=O)Cn2cnc3ccccc32)c(C(=O)OCC)c1C	-10.2	0.99	4.4	9.8	-10.3	0.4	22.3	-2.2	-5.4
Cc1cccc(N2CCN(C(=O)CCNS(=O)(=O)c3ccc4c(c3)CCC(=O)N4)CC2)c1C	-5.2	1.01	-19.7	4.6	-0.7	-7.6	15.2	-5.9	11.3
Cc1nc(SCC(=O)Nc2ccc(F)cc2)c2oc3ccccc3c2n1	1.6	1.07	2.5	2.4	1.3	1.6	-9.3	1.9	-6.5
CCCC(=O)Nc1nn(CCC)c2nc3ccccc3cc12	2.0	1.03	nt	nt	-7.7	3.3	-22.8	-9.2	nt
C=CCOc1cccc(C2C(C(=O)c3ccc(C)o3)=C(O)C(=O)N2CCN(C)C)c1 (stereo not given)	1.3	1.08	-6.6	-1.7	3.6	5.9	3.0	-1.4	12.4
Cc1nc2ccccc2n1CC(=O)N1CC(=O)Nc2ccccc21	13.4	0.99	18.4	38.2	0.3	3.9	-16.0	-0.8	3.6
COc1ccc(NC(=O)c2cccc(NC(=O)C3C4CC5OC(=O)C3C5C4)c2)c(OC)c1 (stereo not given)	-3.0	1.02	3.6	1.2	3.4	-2.0	2.6	-3.8	7.6
CCn1c(=O)n(CC)c2cc(S(=O)(=O)N3CCOCC3)ccc21	-4.4	1.05	3.9	-0.5	-7.3	-1.8	2.5	-2.8	4.0
Clc1ccc(Cc2nn3c(-c4ccncc4)nnc3s2)cc1	1.7	0.99	9.8	0.8	-0.9	4.1	-4.6	0.3	-6.0
Cn1c(=O)c2c(nc(NCc3ccco3)n2CCc2ccccc2)n(C)c1=O	-31.4	1.02	nt	nt	2.8	-7.5	-10.3	-3.8	nt
CC1=CC(C)(C)Nc2cc(C)c(C)cc21	4.4	1.01	2.4	0.2	-3.1	-6.9	4.6	6.8	32.3
CN(C(=O)c1cccc(C#N)c1)c1nnc(C2CCCO2)s1 (stereo not given)	-3.7	0.99	-12.1	1.8	1.4	-4.8	14.2	-3.1	-11.9

# Screening results from PubChem.
